MmCpn inh: Inhibitors of TCP-1 ring complex (TRiC) of Methanococcus maripaludis (MmCpn): qHTS | Chaperonin Mm-Cpn (Methanococcus maripaludis) | purified Mm-Cpn ATPase, ADP Transcreener TR-FRET | Potency, µM (doses to about 76.9 µM), for the others: top-dose activity, negative = inhibition, most hits filed as inhibitors | 0.031% of 330,000 active; also: potency is read from the fitted curve at half-maximal effect; % is scaled to controls: 0 for no effect and ±100 for the full control effect; nearly all actives have a fitted effect of over 80% in size
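ATP (10 uM final) was added to archaeal chaperonin (25 nM final) after 10 min exposure to test compound at 37°C; after 30 min further incubation, ADP was detected by competitive TR-FRET.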
PLK1 PBD block: qHTS for Inhibitors of PLK1-PDB (polo-like kinase 1 - polo-box domain): Primary Screen. Plk1 PBD binding of FITC phosphopeptide, fluorescence polarization. Potency, µM, for inactives: max response, negative = inhibition, actives largely listed as inhibitors. 2.8% of 360,000 active. Serine/threonine-protein kinase PLK1 (Homo sapiens), P53350; also: potency is read from the fitted curve at half-maximal effect; series mostly up to about 57 µM; % is scaled to controls: 0 for no effect and ±100 for the full control effect; nearly all actives have a fitted effect of over 65% in size
EPAC1 ag: qHTS for Agonist of cAMP-regulated guanine nucleotide exchange factor 3 (EPAC1): primary screen; Potency, µM (doses to about 154 µM), inactives show at the top dose activation, most hits filed as activators; 0.073% of 360,000 active; AID 720707, 2013; EPAC1 agonist qHTS, biochemical assay; response scale: 100% = response to 6.5 mM cAMP; also: potency is read from the fitted curve at half-maximal effect; nearly all actives have a fitted effect of over 60% in size
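Compounds were pinned as a concentration titration into mixtures of EPAC1 (100 nM), BODIPY-GDP-loaded Rap1B (250 nM) and GDP (50 uM). After 5 min at room temperature, fluorescence was followed for 30 min; activity was scaled to 6.5 mM cAMP.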
EPAC1 antag: qHTS for Antagonist of cAMP-regulated guanine nucleotide exchange factor 3 (EPAC1): primary screen; EPAC1 GEF assay, Rap1b-BODIPY-GDP exchange fluorescence; Potency, µM (top dose mostly 115 µM), without a hit: at the top dose activity change, negative = inhibition, most hits filed as inhibitors; 0.14% of 360,000 active; AID 720709, 2013;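 also: potency is read from the fitted curve at half-maximal effect; plate controls were vehicle for no effect and positive control for full effect; nearly all actives have a fitted effect of over 50% in size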
CCT chaperon mod: High-Throughput Screening for Modulators of Cytosolic Chaperonin Activity; activity change, % (test concentration not listed), hits read low; 0.3% of 360,000 active; AID 651819, 2012; purified chaperonin ATPase assay, HTRF ADP detection, 30 min; in the data active = activity change below about -30%; also: % is scaled to controls: 0 for no effect and ±100 for the full control effect
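Nucleotide hydrolysis assay: TRiC at 20–40 nM final (set by batch activity) with 10 uM ATP, 30 min at 37 °C, in presence of 76 uM compound. Detection by competitive ADP HTRF, 30 min ambient.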
WRN helicase inh: qHTS for Inhibitors of WRN Helicase; Bifunctional 3'-5' exonuclease/ATP-dependent helicase WRN (Homo sapiens), Q14191; WRN helicase unwinding, fluorescent forked duplex, kinetic; Potency, µM (series often up to 114 µM), inactives show at the highest dose activity change, negative = inhibition, hits mostly inhibitors; 0.46% of 360,000 active; also: potency is read from the fitted curve at half-maximal effect; % is scaled to controls: 0 for no effect and ±100 for the full control effect; nearly all actives have a fitted effect of over 55% in size
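Fluorescence dequenching readout, ex 525 nm/em 598 nm, kinetic mode: forked duplex DNA (100 nM final) with adjacent fluorophore and quencher unwound by WRN (20 nM final) with 2 mM ATP. Compound preincubation 15 min, room temperature.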
EPAC2 antag: qHTS for Antagonist of cAMP-regulated guanine nucleotide exchange factor 2 (EPAC2): primary screen; Rap guanine nucleotide exchange factor 4 (Homo sapiens), Q8WZA2; EPAC2 GEF exchange of Rap1B-BODIPY-GDP, fluorescence; Potency, µM (series often up to 114 µM), without a hit: at the top dose activity, negative = inhibition, most hits filed as inhibitors; 0.18% of 360,000 active; also: potency is read from the fitted curve at half-maximal effect; % is scaled to controls: 0 for no effect and ±100 for the full control effect; nearly all actives have a fitted effect of over 45% in size; many of its hits are not listed in these tables
Target sequence (Q8WZA2 whole entry, looked up): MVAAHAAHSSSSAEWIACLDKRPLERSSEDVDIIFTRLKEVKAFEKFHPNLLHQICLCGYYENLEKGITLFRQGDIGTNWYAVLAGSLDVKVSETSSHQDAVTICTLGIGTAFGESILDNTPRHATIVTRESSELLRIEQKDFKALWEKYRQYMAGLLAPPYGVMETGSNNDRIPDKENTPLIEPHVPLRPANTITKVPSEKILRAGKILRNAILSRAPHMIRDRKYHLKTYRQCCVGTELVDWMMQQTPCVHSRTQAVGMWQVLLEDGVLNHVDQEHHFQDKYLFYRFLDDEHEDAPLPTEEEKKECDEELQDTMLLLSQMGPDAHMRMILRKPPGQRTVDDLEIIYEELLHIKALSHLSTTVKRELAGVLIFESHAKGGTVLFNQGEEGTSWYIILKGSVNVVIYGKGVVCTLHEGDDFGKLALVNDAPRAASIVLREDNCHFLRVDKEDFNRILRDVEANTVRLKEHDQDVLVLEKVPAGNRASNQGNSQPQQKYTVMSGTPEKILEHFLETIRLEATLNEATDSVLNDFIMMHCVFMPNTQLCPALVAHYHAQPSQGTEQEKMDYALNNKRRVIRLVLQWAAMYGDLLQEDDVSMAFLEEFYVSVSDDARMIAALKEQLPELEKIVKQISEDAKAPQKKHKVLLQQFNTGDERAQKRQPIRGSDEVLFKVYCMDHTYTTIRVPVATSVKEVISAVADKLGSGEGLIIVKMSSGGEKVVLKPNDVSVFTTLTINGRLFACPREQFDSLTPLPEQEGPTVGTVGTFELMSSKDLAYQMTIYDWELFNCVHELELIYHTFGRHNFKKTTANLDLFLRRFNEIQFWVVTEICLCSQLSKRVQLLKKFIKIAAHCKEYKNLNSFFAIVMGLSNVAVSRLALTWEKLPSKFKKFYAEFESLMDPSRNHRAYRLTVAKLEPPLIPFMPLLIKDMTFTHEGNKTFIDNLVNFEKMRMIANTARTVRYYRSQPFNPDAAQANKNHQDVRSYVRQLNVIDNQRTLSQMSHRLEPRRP
PI5P4Ka inh: qHTS for Inhibitors of phosphatidylinositol 5-phosphate 4-kinase (PI5P4K); Phosphatidylinositol 5-phosphate 4-kinase type-2 alpha (Homo sapiens), P48426; max response, %; 1.2% of 330,000 active; PI5P4Kalpha enzyme, ADP-Glo luminescence, 60 min; hits give low values; active = max response of -50% or lower; inconclusive = between -30% and -50%; inactive = -30% or higher; also: value at the top dose of about 77 µM; % is scaled to controls: 0 for no effect and ±100 for the full control effect
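Quantitative HTS of the MLSMR library against PI5P4Kalpha with substrate. ATP added last at 5 microM final; room temperature, 60 minutes. Remaining ATP depleted, ADP converted and read as luminescence.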
Numbers without * were called inactive; ? = inconclusive; . = not tested or not shown; [ ] = remark or other dose. Unless noted, calls follow the shape of the dose curve; as a rule, active = well fitted curve in the direction sought with a large enough effect; inconclusive = small, poorly fitted or top-dose-only effect, or another doubt; inactive = no such curve, though single readings can be large; an effect the other way counts as inactive or inconclusive. Not all compounds are listed; rates above refer to the full screens.

PLK1 PBD block	MmCpn inh	EPAC2 antag	EPAC1 antag	PI5P4Ka inh	WRN helicase inh	CCT chaperon mod	EPAC1 ag	Compound
-20.8%	2.1%	9.6%	-13.2%	1.3	6.3%	-0.9	5.0%	Cc1ccc(NC(=O)COC(=O)CCc2c(C)nc3ncnn3c2C)cc1
5.0%	-1.0%	-0.8%	-1.7%	.	-16.3%	0.2	3.0%	CCOc1ccc(NC(=O)C(C)SC(N)=O)cc1 (stereo not drawn)
-8.0%	.	6.4%	0.9%	-6.5	0.6%	-5.5	4.1%	OCC[C@@H]1C[C@H](O)[C@@H](O)[C@]2(OCc3cc(Cl)ccc32)O1
-1.7%	2.5%	-0.3%	-8.0%	-2.6	5.0%	-0.6	-7.1%	CCCCCCn1c(N)c(C#N)c2ccc([N+](=O)[O-])cc2c1=O
-2.8%	0.7%	?	-25.8%	10.9	-13.0%	-0.7	8.5%	Cc1ccccc1C(=O)O/N=C(\c1ccccc1)c1ccccn1
?	1.3%	-10.0%	-11.6%	-0.4	-17.8%	-1.7	-14.3%	CCOc1cc(/C=C(/C#N)c2ccc(F)cc2)ccc1OCc1ccc(C(=O)O)o1
-6.3%	-1.1%	6.8%	-1.5%	-1.7	-12.4%[57.1 µM]	2.8	-13.7%	O=C(N/N=C/C1CC=CCC1)c1cc(Br)ccc1O (stereo not drawn)
-9.1%	1.0%	-8.5%	-11.8%	0.4	0.6%	0.1	8.9%	O=C(NC(=S)Nc1ccc(F)c(Cl)c1)C1CC1
-5.2%	1.4%	-0.9%	7.0%	.	0.5%	-0.4	8.7%	COc1cccc(C(O)c2cnc(C(C)C)n2C)c1OC (stereo not drawn)
0.4%	4.0%	6.5%	-14.4%	3.9	-11.4%	0.3	-0.4%	COC(=O)CCc1n[nH]c(=O)[nH]c1=O
-10.0%	0.5%	-7.1%	9.4%	9.9	-3.4%	1.0	-14.0%	CN1CCN(c2cc(=O)n(C3CCCCC3)c(=O)[nH]2)CC1
-8.5%	-1.9%	-25.7%	-1.1%	5.5	1.1%	-2.7	3.6%	CC(C)C[C@H]1CN=C(Nc2ccccc2)N1CCCC1CCCCC1
-7.4%	.	12.8%	?	-11.3	7.1%	-1.0	-35.6%[inhibitor]	CC(C)C[C@@H](CNCC(=O)[C@H](Cc1c[nH]c2ccccc12)NC(=O)c1[nH]cnc1C(=O)N[C@@H](C)CN)NC(=O)c1nc[nH]c1C(=O)N[C@@H](Cc1ccccc1)C(=O)O
1.9%	0.4%	-7.9%	1.0%	0.2	-5.3%	1.8	1.0%	CCC(C)(C)n1nnnc1C(c1cccnc1)N1CCC(Cc2ccccc2)CC1 (stereo not drawn)
29.9µM*	0.6%	-17.0%	15.0%	-26.9	-0.5%	0.7	11.8%	Cc1ccc(C)c(S(=O)(=O)Nc2ccc(O)c(C(=O)O)c2)c1
-1.2%	-0.2%	-10.7%	2.9%	16.6	-3.2%	-0.7	11.4%	C=CCn1c(=O)c(C(=O)Nc2ccccc2C(=O)OCC)c(O)c2ccccc21
-5.2%	1.4%	-3.7%	-16.3%	14.0	0.9%	2.0	-5.1%	O=C(Nc1ccccc1Cl)C1CCN(S(=O)(=O)c2cccc3nonc23)CC1
-0.3%	?	2.6%	5.8%	-18.9	-16.4%	-1.6	6.2%	O=C(CN1C(=O)NC(c2ccccc2)(c2ccccc2)C1=O)NCc1ccco1
3.0%	-2.4%	13.6%	6.9%	9.0	0.7%	0.1	-0.9%	N#Cc1ccc(NC(=O)c2cc(=O)c3ccccc3o2)cc1
-2.3%	.	5.8%	-18.4%	9.8	-2.8%	.	24.5%	COc1ccc(C(C(=O)NCc2ccccc2)n2c(=O)c(-c3cc4ccccc4[nH]3)nc3ccccc32)cc1 (stereo not drawn)

Full records as entered above. Order of values: PLK1 PBD block	MmCpn inh	EPAC2 antag	EPAC1 antag	PI5P4Ka inh	WRN helicase inh	CCT chaperon mod	EPAC1 ag
Record of `C=CCn1c(=O)c(C(=O)Nc2ccccc2C(=O)OCC)c(O)c2ccccc21` = -1.2%	-0.2%	-10.7%	2.9%	16.6	-3.2%	-0.7	11.4%
Record of `CC(C)C[C@@H](CNCC(=O)[C@H](Cc1c[nH]c2ccccc12)NC(=O)c1[nH]cnc1C(=O)N[C@@H](C)CN)NC(=O)c1nc[nH]c1C(=O)N[C@@H](Cc1ccccc1)C(=O)O` = -7.4%	.	12.8%	?	-11.3	7.1%	-1.0	-35.6%[inhibitor]

Later entries:
PLK1 PBD block	MmCpn inh	EPAC2 antag	EPAC1 antag	PI5P4Ka inh	WRN helicase inh	CCT chaperon mod	EPAC1 ag	Compound
-1.3%	2.1%	-6.2%	-11.5%	-0.6	-12.6%	-1.2	4.4%	Cc1cc(N/N=C/c2ccccc2Cl)nc(NCc2ccccc2)n1
-12.6%	-0.7%	8.9%	-10.6%	-6.1	-3.8%	-0.8	3.8%	O=C(NCCc1ccccc1)c1cnc2sccn2c1=O
-1.4%	1.7%	0.6%	6.0%	0.5	6.6%	0.6	3.0%	COc1ccc(/C=C(/NC(=O)c2ccccc2)C(=O)NCC2CCCO2)cc1 (stereo not drawn)
-7.4%	2.8%	20.6%	-15.3%	1.9	-20.8%	2.3	-23.0%	COc1cccc(NC(=O)c2cc(Cl)nnc2Cl)c1
-7.7%	-20.2%	-0.3%	-8.4%	3.6	7.3%	-0.4	-10.7%	COc1ccccc1Oc1cn[nH]c1-c1ccc(O)cc1O
-11.0%	0.9%	-11.3%	-24.9%	15.3	-4.0%[57.1 µM]	-0.7	6.4%	COc1cc(CCC(=O)OCC(=O)N2CCc3ccccc32)cc(OC)c1OC
-1.3%	-13.4%	7.8%	13.4%	.	-4.2%	1.8	-1.5%	O=C1CCCC/C1=C\Nc1ccc(O)cc1
-6.0%	-0.8%	1.7%	1.2%	-9.9	-2.6%	0.1	-1.8%	CNc1c(NS(=O)(=O)c2ccc(Cl)s2)c(=O)oc2ccccc12
?	-1.2%	-4.9%	-1.2%	-4.2	-5.4%	1.8	1.6%	CC(=O)N1CCOc2ccc(S(=O)(=O)NCCc3ccc(C)cc3)cc21
5.7%	-0.9%	-24.9%	-4.2%	-2.3	8.3%	-2.6	11.0%	COc1ccc(S(=O)(=O)Cc2ccc(C(=O)N3CC(C)CC(C)C3)o2)cc1 (stereo not drawn)
-4.2%	-4.3%	2.7%	-19.9%	2.1	-1.1%	-0.7	9.3%	CCOc1cc2c(cc1OCC)CN(CC(=O)Nc1ccccc1C(=O)NC1CC1)CC2
-0.8%	.	2.5%	5.4%	-8.4	-1.6%	-2.8	-5.0%	OC1c2c(F)cccc2N=C2CCCCN21 (stereo not drawn)
-2.1%	2.9%	9.4%	1.2%	-4.3	5.6%	-0.8	-1.7%	CCOC(=O)C(=O)NC(C)c1ccccc1 (stereo not drawn)
-6.2%	-14.8%	-7.3%	-4.2%	0.3	-5.4%	1.9	12.0%	CCOc1ccc(Cc2c(Cl)nc(SC)nc2N(C)C)cc1
-7.6%	.	-16.3%	?	-7.2	-6.1%	-2.2	7.3%	Cc1ccc(NC(=O)c2cc(S(=O)(=O)Nc3ccc(C)cc3)cs2)cc1
-5.5%	-2.1%	3.7%	-24.1%	-0.1	-8.9%	0.8	2.8%	O=C(Cn1ncc2c(=O)oc3ccccc3c21)N1CCN(c2ccccn2)CC1
-5.4%	1.9%	6.7%	4.2%	1.0	13.0%	-2.4	0.6%	CCN1CCN(C(=O)c2ccc(Sc3ccccc3Cl)c([N+](=O)[O-])c2)CC1
-26.6%	-0.5%	15.8%	1.5%	3.5	14.8%	-0.8	-3.5%	Clc1ccc(SCc2cn3ccsc3n2)cc1
-7.5%	.	-5.1%	-9.5%	5.3	-4.2%	0.6	9.1%	O=C(NCc1ccccc1)c1cc(C2CCCN(C(=O)c3cccs3)C2)on1 (stereo not drawn)
-4.1%	1.1%	-0.1%	-0.6%	-4.5	1.7%	-1.0	1.6%	Cc1cc(C)cc(NC(=O)N2CCCC2C(=O)Nc2ccc(-n3cnnn3)cc2)c1 (stereo not drawn)
-1.5%	-10.7%	1.9%	-5.6%	-1.7	3.5%	0.8	2.4%	COc1ccc(Cc2nnc(NC(=O)c3cc(OC)cc(OC)c3)s2)cc1
-10.4%	.	5.9%	18.9%	1.9	-4.8%	-0.1	-1.7%	CCC(=O)N1CCCC1(C)C(=O)Nc1ccc2scnc2c1 (stereo not drawn)
-27.8%	-3.6%	-10.0%	-6.5%	12.1	-3.0%	2.7	11.7%	COCCNc1nc(-c2cc(C)c(C)cc2C)cs1
-4.2%	-1.0%	-0.4%	?	0.6	-2.9%	0.5	-18.3%	CC(C)n1c(O)c(N=NC(=O)Cn2ccc(C(F)(F)F)n2)c2ccccc21
?	-9.7%	4.0%	-7.9%	2.6	14.2%	-3.7	-13.9%	COc1ccc(-n2ccnc(SCC(=O)NCc3ccccc3Cl)c2=O)cc1
-5.7%	0.3%	-10.7%	-4.6%	23.5	-8.2%	-2.0	5.6%	FC(F)(F)c1cc(Oc2ccccc2)ncc1-c1nnc(-c2ccccc2Cl)o1
-7.8%	-4.5%	1.8%	2.2%	1.1	-5.1%[57.1 µM]	-0.2	-7.0%	Cc1ncc(C[n+]2csc(CCOC(=O)C34CC5CC(CC(C5)C3)C4)c2C)c(N)n1
-9.5%	0.9%	-0.2%	-18.1%	2.1	-0.6%	-1.3	-4.7%	Cc1ccc2c(c1)N(C(C)C(=O)NCc1ccccn1)C(=O)CO2 (stereo not drawn)
-4.1%	1.8%	4.7%	20.4%	3.1	5.1%	-1.7	5.7%	Cc1ccc(NC(=O)NCCCCc2ccccc2)cc1
-5.4%	2.4%	2.1%	1.1%	-0.8	9.1%	-1.0	-5.9%	CCOc1ccc(CCNC(=O)CS(=O)Cc2nc(-c3ccc(OC)cc3)oc2C)cc1OCC (stereo not drawn)

Screens deposited in PubChem BioAssay by National Center for Advancing Translational Sciences (NCATS).
